MITF TRPM1 HTS: activators of MITF-driven TRPM1 promoter reporter, primary screen, cell-based, SK-MEL-5, luciferase, single point; SK-MEL-5 TRPM1-promoter luciferase, 24 h; % of positive control, neutral wells = 0; activation, % at 12.5 µM; actives 0.75% (n = 300,000); AID 588334, 2011;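 active means mean activation of at least 80% with every replicate also reaching 80%; inconclusive means mean reaches 80% but some replicate falls short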;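 further: 0% = neutral control wells and 100% = parthenolide positive control wells; values of inactives mirror those of a sister screen read the other way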
RTF Ca sens act: cardiac RTF calcium sensitivity activators, primary screen, biochemical, IANBD-TnC fluorescence, EC20 calcium; IANBD-labeled TnC RTF fluorescence at EC20 calcium; 0% EC20 calcium, 100% full calcium; actives 0.24% (n = 340,000); activation, % at 7.2 µM; Troponin I, cardiac muscle (Homo sapiens) + Troponin T, cardiac muscle (Homo sapiens) + …;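 active means activation above the mean over all tested compounds plus 3 SD, cut at about 30% in these data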;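 further: rise in fluorescence read as greater calcium sensitivity of cardiac thin filaments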
SR-BI uptake up: activators of SR-BI mediated DiI-HDL uptake, primary screen, ldlA[mSR-BI] CHO cells, DiI fluorescence. actives 0.096% (n = 320,000). activation, % at 12.5 µM. 3 h; 100 = double the neutral-control signal;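 active means mean replicate activation of at least 60% and every replicate at or above 60%; inconclusive means mean or all-replicate condition met, but not both; inactive means mean below 60% and not all replicates reaching 60%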;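 further: 0% = median plate neutral-control signal and 100% = twice that signal; values of inactives mirror those of a sister screen read the other way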
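Assay system: LDL receptor-deficient CHO ldlA cells overexpressing murine SR-BI / Medium: BSA-supplemented, HEPES-buffered Ham's F12, pH 7.4 / Probe or stimulus: DiI-labelled HDL at 10 µg/mL final / Timing: compound with DiI-HDL co-incubation, 3 h at 37 °C / Technique: bottom-read cell fluorescence after medium removal, ex 550/em 595 nm / Measure: HDL uptake via cellular fluorescence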
Wnt act: Wnt/beta-catenin pathway activators, primary screen, cell-based, plate reader, single point | Wnt/beta-catenin reporter cell assay, activator | activation, % at 9.35 µM | actives 1.2% (n = 300,000); in the data active means activation above about 30%, passing the limit was not always enough; inconclusive means no clear call, values can overlap the other calls;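 further: 0% = neutral control wells and 100% = positive control wells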
PvdQ acylase: P. aeruginosa PvdQ acylase inhibitors, primary screen, biochemical, fluorescence, plate reader and imaging, single point. purified PvdQ acylase. PvdQ acylase [Pseudomonas aeruginosa LESB58]. actives 0.063% (n = 340,000). AID 488965, 2010. inhibition, % at 10 µM; in the data active means inhibition above about 30%, passing the limit was not always enough; inconclusive means no clear call, values can overlap the other calls;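 further: 0% = vehicle neutral wells and 100% = reference inhibitor wells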
CDK5 p35 inh: inhibitors of human CDK5/p35 kinase, primary screen, biochemical, single concentration; Cyclin-dependent kinase 5 (Homo sapiens) + Cyclin-dependent kinase 5 activator 1 (Homo …; Recombinant CDK5/p35, ADP-Glo luminescence, 60 min; inhibition, % at 10 µM; actives 0.01% (n = 330,000); AID 488839, 2010;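 active means highest replicate inhibition of at least 50% and at least 75% of replicates reaching 50%; inconclusive means only one of the two criteria met; inactive means both criteria failed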;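 further: plate controls were DMSO neutral control for no effect and GW8510 at 10 µM for full effect; many of its hits are not listed in these tables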
Target sequence (Q00535 whole entry, looked up): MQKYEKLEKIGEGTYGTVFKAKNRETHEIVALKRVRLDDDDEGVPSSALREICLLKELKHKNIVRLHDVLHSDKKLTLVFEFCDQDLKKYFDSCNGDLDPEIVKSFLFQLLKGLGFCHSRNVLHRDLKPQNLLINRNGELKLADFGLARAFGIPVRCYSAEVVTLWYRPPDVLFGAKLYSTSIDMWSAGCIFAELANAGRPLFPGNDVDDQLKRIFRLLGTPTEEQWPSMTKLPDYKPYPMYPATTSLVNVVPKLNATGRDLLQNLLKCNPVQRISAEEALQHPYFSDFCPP
Target sequence (Q15078 whole entry, looked up): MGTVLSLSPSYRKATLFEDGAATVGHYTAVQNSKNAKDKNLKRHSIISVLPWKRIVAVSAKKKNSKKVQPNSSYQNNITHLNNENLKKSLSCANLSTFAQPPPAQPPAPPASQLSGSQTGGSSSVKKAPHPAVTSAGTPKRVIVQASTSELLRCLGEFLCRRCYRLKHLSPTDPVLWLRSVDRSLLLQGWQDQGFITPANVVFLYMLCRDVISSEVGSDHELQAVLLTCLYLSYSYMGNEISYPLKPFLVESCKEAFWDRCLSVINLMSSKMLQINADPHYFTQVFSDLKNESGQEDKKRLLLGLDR
Rtt109 HAT inh: inhibitors of C. albicans Rtt109/Vps75 HAT, primary screen, biochemical, ThioGlo CoA-SH fluorescence, plate reader | Histone acetyltransferase RTT109 (Candida albicans (strain SC5314 / ATCC MYA-2876)), … | purified Rtt109/Vps75, 4 h | inhibition, % at 34.9 µM | actives 0.16% (n = 330,000) | AID 540336, 2011;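 active means inhibition of at least 50% in every replicate; inconclusive means best replicate reaches 50% inhibition but some replicates fall short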
HTR5A ag ctr: HTR5A agonists in luminescence cell assay, primary screen, counter-screen for OPRM1-OPRD1 heterodimer agonist project, full-deck HTS. 5-hydroxytryptamine receptor 5A (Homo sapiens), P47898. cell-based. activation, % at 9.3 µM. actives 0.61% (n = 340,000); in the data active means activation mostly above about 9.5%, no sharp cut-off; inactive means mostly below about 7.6%;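 further: 0% = cells with vehicle only and 100% = reference agonist; strong numbers were not always called active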
Target sequence (P47898 whole entry, looked up): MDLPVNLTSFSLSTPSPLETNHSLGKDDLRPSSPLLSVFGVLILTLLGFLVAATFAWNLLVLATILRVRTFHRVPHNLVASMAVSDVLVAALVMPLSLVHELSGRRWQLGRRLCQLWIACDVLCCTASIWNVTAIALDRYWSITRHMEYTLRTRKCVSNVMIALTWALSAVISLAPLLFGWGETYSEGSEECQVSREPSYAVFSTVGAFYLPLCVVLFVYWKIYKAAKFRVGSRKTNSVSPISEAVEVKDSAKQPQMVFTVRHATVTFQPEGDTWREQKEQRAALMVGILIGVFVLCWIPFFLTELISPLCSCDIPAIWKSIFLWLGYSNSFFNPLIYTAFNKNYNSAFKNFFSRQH
dFosB act: activators of delta FosB homodimer, primary screen, biochemical, fluorescence polarization, TAMRA-CDK5 oligo, single point; Protein FosB (Mus musculus), P13346; purified delta FosB; percent of positive-control signal above neutral wells; activation, % at 25 µM; actives 0.99% (n = 340,000);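 active means mean activation above about 17%, with every replicate also reaching it, limit read from the data, passing the limit was not always enough; inconclusive means only one of the two conditions met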;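 further: fluorescence polarization rise as delta FosB binds a TAMRA Cdk5 AP-1 oligo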
SR-BI DiI inh: inhibitors of SR-BI mediated HDL lipid uptake, primary screen, ldlA[mSR-BI] cells, fluorescence, single point | Scavenger receptor class B member 1 (Mus musculus), Q61009 | actives 0.96% (n = 320,000) | inhibition, % at 12.5 µM | ldlA[mSR-BI] CHO cells, DiI-HDL uptake fluorescence, 3 h;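 active means mean replicate inhibition of at least 70% and a set share of replicates each scoring 70 or more; inconclusive means meets just one of the two criteria; inactive means fails both criteria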;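 further: 0% = median of neutral control wells and 100% = median of positive control wells; values of inactives mirror those of a sister screen read the other way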
Numbers without * were called inactive; u = inconclusive; x = not tested or not shown; & = joins results of further samples. Random draw from the library; any-hit rate near 4.4%.

SMILES	MITF TRPM1 HTS	RTF Ca sens act	SR-BI uptake up	Wnt act	PvdQ acylase	CDK5 p35 inh	Rtt109 HAT inh	HTR5A ag ctr	dFosB act	SR-BI DiI inh
Cc1ccccc1OCC(=O)OCC(=O)Nc1ccc(S(N)(=O)=O)cc1	-2	-7	8	-3	-15	-1.4	4	5	0	-8
CN(CCOC(=O)/C=C/c1ccccc1)C(C)(C)C	9	-4	26	1	-10	-0.2	-3	0	5	-26
Cc1ccc2c(c1)/C(=N/OS(=O)(=O)c1ccccc1)CCS2	x	-2	13	-4	8	-2.0	29	-3	-3	-13
Cc1ccc(C(=O)Nc2ccc(S(=O)(=O)N3CCOCC3)cc2)cc1	-13	-6	-42	-2	20	1.9	0	-4	0	42
Cc1cccc(N/N=C2/COC(C)(C)CC2=O)c1	76	8	5	x	-7	-0.3	0	-1	-8	-5
Cc1ccc(OCC(=O)Nc2cccc3ccccc23)c([N+](=O)[O-])n1	-21	0	-11	-2	7	1.1	1	6	3	11
CCN(C(=O)CSc1nnc2c3ccccc3n(CC)c2n1)C1CCS(=O)(=O)C1 (stereo not drawn)	16	0	3	-2	9	-0.1	-4	-4	-10	-3
COc1ccc(Nc2oc(COc3cccc(C)c3)nc2C#N)cc1	21	-2	2	43*	-9	0.0	-3	1	-9	-2
COc1ccc(NC2=C(c3ccc(OC)cc3)C(=O)c3ccccc32)cc1	11	-5	-36	x	-10	-0.2	-2	4	0	36
O=C(COC(=O)C1CC2C=CC1C2)Nc1c(Br)cc([N+](=O)[O-])cc1Br (stereo not drawn)	-20	-4	-19	-3	-8	-0.6	7	-2	-4	19
O=C(Nc1cc(S(=O)(=O)N2CCCCC2)ccc1O)c1ccccc1NS(=O)(=O)c1ccc(F)cc1	-3&6	-7&4	-56&-7	1&-2	-7&-12	-1.1&-9.0	-16&6	2&-5	-2&-15	56&7
O=C(CCN1C(=O)c2cccc3cccc(c23)C1=O)NC1CCS(=O)(=O)C1 (stereo not drawn)	-15	4	14	4	-23	-0.5	0	-2	-4	-14
CCS(=O)(=O)Nc1cccc(C2=NN(S(=O)(=O)CC)C(c3cccs3)C2)c1 (stereo not drawn)	0	-2	-10	2	-6	x	5	-2	-8	10
COc1ccc(-c2cnn(-c3ccccc3)c2N)cc1OC	8	-1	-34	x	10	-0.4	6	1	-1	34
O=[N+]([O-])c1ccc(C2Nc3cccc4cccc(c34)N2)cc1	-19	-3	-60	-3	-9	0.9	-4	1	-8	60
CNC(=O)C(C)c1ncc(C(F)(F)F)cc1Cl (stereo not drawn)	0	-1	-2	1	-7	-1.5	3	2	-1	2
CCOC(=O)C1=CN(Cc2ccco2)S(=O)(=O)N(CC)C1c1ccc(F)c(Cl)c1 (stereo not drawn)	2	-1	3	-2	-10	1.8	-1	1	-4	-3
Cc1cccc(CSCCNC(=O)c2ccc(CN3CCOCC3)cc2)c1	4	2	4	x	-11	0.0	3	10	-13	-4
COc1cc(OC)c(CNC2CCCCCC2)cc1Br	15	6	43	0	4	1.3	15	0	0	-43
COc1cccc(NC(=O)CN(C)C(=O)c2cc(C)oc2C)c1	3	5	-32	2	-13	0.6	-2	0	5	32
O=C(Nc1nccs1)C1C2CC3OC(=O)C1C3C2 (stereo not drawn)	4	-5	1	-1	-1	0.4	1	0	0	-1
COc1ccc(NC(=O)COC(=O)CCCOc2ccc(Cl)cc2Cl)cc1Cl	6	-1	27	x	-12	-0.5	8	4	-12	-27
COC(=O)c1ccccc1NC(=O)CN1CCC(C(=O)c2ccc3c(c2)OCCO3)CC1	-2	2	-29	0	5	0.4	-2	1	-4	29
COC1=CC(=Cc2c(N)n3nc(CC(=O)N4CCCCC4)sc3nc2=O)C=C(OC)C1=O	-8	8	4	-1	-18	-6.3	12	-1	-1	-4
O=C(NCc1nc2ccccc2[nH]1)C1=C[C@@H](c2csc3ccccc23)C[C@@H](OCc2ccc(CO)cc2)O1	-5	3	u	-4	-13	-1.1	-1	7	-9	-103
CN(C)C(=O)CSc1nnc(C23CC4CC(CC(C4)C2)C3)o1	73	2	-17	x	-7	0.1	7	2	-8	17
CCN1CCN(C(c2cccs2)C(C)NC(=O)CC(C)C)CC1 (stereo not drawn)	-1	-4	5	x	-15	-0.1	-23	0	3	-5
COc1ccc(S(=O)(=O)Nc2ccc(-n3cnnn3)cc2)cc1Br	-2	0	-3	2	-7	-2.6	0	7	-4	3
COc1ccc(C(=O)C[n+]2ccccc2C)cc1	-15	11	39	11	-5	-5.6	-1	4	4	-39
CCS(=O)(=O)c1ccc2oc(SCC(=O)NC34CC5CC(CC(C5)C3)C4)nc2c1	-2	-5	-35	-7	0	-0.8	8	-1	-14	35
OC(CNC1CCCCCC1)COc1cccc2ccccc12 (stereo not drawn)	17	2	18	4	-10	0.7	6	-1	-5	-18
CCCNC(=O)c1onc(CS(=O)(=O)c2cc(C)cc(C)c2)c1C(=O)NCCC	-5	-4	-7	-2	-2	0.5	6	10	0	7
CCOc1ccc(C(=O)OCC(=O)Nc2ccc(SC(F)F)cc2)cc1OCC	-2	-1	17	x	9	-1.1	-1	9	-4	-17
O=C(c1ccccc1NS(=O)(=O)c1cccs1)N1CCCC1	x	-10	32	-3	-9	-5.8	-4	-1	0	-32
O=c1c(Cc2c(F)cccc2Cl)c(O)ccn1CCc1ccccn1	17	8	20	0	-6	2.1	1	-3	3	-20
O=C1N=C(N2CCN(c3ccccc3)CC2)S/C1=C\c1cn[nH]c1-c1ccccc1	-20	5	-18	-2	-8	0.2	2	2	-1	18
CC(NCC(=O)Nc1ccccc1C(=O)NC1CC1)c1cccc(C(F)(F)F)c1 (stereo not drawn)	-5	14	-49	0	-11	-2.9	-4	1	-14	49
CC1(c2ccccc2)CC(C)(C)n2c(O)c(C3=NC(=S)NC3=O)c3cccc1c32 (stereo not drawn)	0	-8	x	15	-4	1.9	-3	0	5	x
Cc1c(Cl)sn(-c2ccc(Cl)cc2)c1=O	-97	-2	-72	-10	2	1.4	-4	19*	-6	72*
COc1ccc(OCc2nn3c(Cn4cnc5ccccc54)nnc3s2)cc1	-14	-1	-4	x	7	6.3	6	-1	-4	4
COCCN(CCOC)S(=O)(=O)c1ccc(C(=O)Nc2nc(C)c(C(C)=O)s2)cc1	12	-4	-9	-1	-5	-1.0	5	4	0	9
Cc1cc(NC(=O)COC(=O)C2CC(=O)N(c3ccccc3)C2)no1 (stereo not drawn)	1	-6	x	-2	2	0.5	u	-3	-4	x
COc1ccc(NC(=O)C2CCCN(c3nn4c(=O)cc(C)nc4s3)C2)c(OC)c1 (stereo not drawn)	12	-2	-13	0	-7	-3.0	-3	-2	3	13
CC(C)c1ccccc1-n1c(SCC(=O)N2CCc3ccccc3C2)nc2ccccc2c1=O	-12	4	15	-17	-13	0.9	-5	5	-13	-15
CCN=c1scc(-c2ccccc2)n1/N=C/c1ccccn1	8	-5	-18	x	-9	-1.7	7	-2	-6	18
CCC(c1n[nH]c(=S)n1-c1ccccc1)N(C)C (stereo not drawn)	3	3	32	0	-7	-0.8	5	4	-10	-32
Cc1cccc2cc(COC(=O)c3cccs3)c(=O)[nH]c12	-5	0	-8	-2	-11	-0.4	4	-2	-11	8
O=C(CN(Cc1ccco1)C(=O)CCC(=O)Nc1ccccn1)NCc1ccccc1	5	2	26	5	-1	2.2	x	-3	2	-26
COCc1cc(=O)[nH]c2cc(NC(=O)C(C)(C)CCl)c(C)cc12	x	16	23	-6	-11	0.6	-12	3	2	-23
Cc1cc(NC(=O)c2cccnc2)ccc1Br	72	-3	-23	17	-14	1.4	-2	4	-6	23
CS(=O)(=O)N1CCCC(C(=O)Nc2c(F)cccc2F)C1 (stereo not drawn)	12	-1	-1	1	-3	-0.9	-2	1	-3	1
Cn1c(=O)n(Cc2ccc(Cl)cc2)c2ccccc21	-12	5	-2	-6	-9	-1.4	4	1	-2	2
CC(C)Oc1ccc(/C=N/NC(N)=S)cc1	5	5	-14	x	-3	1.3	5	3	-12	14
O=C(COC(=O)CNC(=O)c1ccccc1F)Nc1nnc(-c2ccccc2)o1	2	-11	28	1	-15	0.6	-8	-4	-5	-28
CC(C)Nc1nc(NC(C)C)nc(SCC(N)=O)n1	4	0	24	-1	-1	-3.8	2	4	1	-24
